ELG1 repair inh = ELG1-dependent DNA repair inhibition; HEK293T ELG1-luciferase reporter, luminescence, 16 h; DNA damage induced by 5-fluorouridine; Potency, µM (top dose mostly 46.1 µM), for inactives: top-dose activity change, negative = inhibition, most hits filed as inhibitors; 330,000 tested, 2.3% active; note: potency is the fitted concentration of half-maximal effect; % is set by controls: 0 for no effect and ±100 for the full control effect; nearly all actives have a fitted effect of over 55% in size
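HEK293T cells expressing luciferase-tagged ELG1 (2,000/well) received 5-Fluorouridine plus compound or DMSO for 16 hr at 37 °C. Luciferase was read by ONE-Glo luminescence after 30 min at room temperature.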
S-ASM inh = human S-ASM enzyme inhibition; 340,000 tested, 0.006% active; placental ASM, HMU-PC fluorogenic substrate, 60 min; Potency, µM (doses to about 57.5 µM), for inactives: at the highest dose activity change, negative = inhibition, hits mostly inhibitors; note: potency is the fitted concentration of half-maximal effect
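Human placenta-derived ASM enzyme was preincubated with compound for 10 minutes at room temperature, then given fluorogenic substrate HMU-PC0 (9 uM final) for 60 minutes at 37 °C; a pH 10 stop preceded fluorescence reading at Ex 386/Em 447 nm.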
BCR signal inh = chronic active BCR signaling inhibition | ABC-DLBCL IkBa-CBG/CBR reporter, luminescence ratio, 4 h | Potency, µM (titrated, usually from 46.1 µM), for the others: at the top dose ratio change, negative = lower green/red ratio, most hits filed as inhibitors | 340,000 tested, 0.05% active | AID 493014; active = well fitted inhibition curve with a large enough effect in the signal ratio, with a control signal flat, not every such curve was filed as active; inconclusive = small, poorly fitted or top-dose-only effect, or effect the other way, or a change in a side signal; the % refers to the signal ratio;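 note: potency is the fitted concentration of half-maximal effect; plate controls were basal doxycycline-induced cells for no effect and cells given 10 µM MG132 for full effect; MG132 reads +100%, hits lower the ratio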
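Compounds up to 46 uM were incubated four hours with TMD8 cells whose green CBG68 luciferase is fused to IkappaBalpha; red CBR luminescence normalised the signal, and concentration-effect curves were fitted to fusion, red and ratio data.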
TCR act = T cell receptor activation | primary human leukocytes, anti-CD3, IL-2 HTRF, 48 h | Potency, µM (doses to about 9.22 µM), inactives show at the highest dose activation of IL-2 secretion, usual class: activators | 330,000 tested, under 10 active | AID 504894; note: % of control where 0% means no effect
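TCR engagement came from a-CD3 beads alone, with compounds added to primary human leukocytes for 48 hr. Secreted IL-2 bridged europium cryptate- and d2-labelled anti-IL-2 antibodies, giving FRET emission at 665nm after 320nm excitation.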
Tb PFK inh = blocks T. brucei phosphofructokinase. O15648. T. brucei PFK, ADP-Glo luminescence. Potency, µM (series often up to 57.5 µM), for inactives: at the highest dose activity, negative = inhibition, hits mostly inhibitors. 330,000 tested, 0.17% active. AID 485367;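 note: potency is the fitted concentration of half-maximal effect; 0% = uninhibited 1x PFK enzyme wells and -100% = no-enzyme wells; nearly all actives have a fitted effect of over 60% in size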
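Activity is normalized to no-enzyme wells (full inhibition) and 1.25 nM enzyme wells (no inhibition). Reaction: 0.5 mM F6P, 0.1 mM ATP, 45 min RT, ADP-Glo luminescence; concentration-response curves fitted and classed by quality.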
a7 integrin act = activates integrin-mediated alleviation for muscular dystrophy; alpha7betagal myoblasts, beta-gal FDG fluorescence, 48 h; Potency, µM (titrated, usually from 38.3 µM), for inactives: at the top dose activation, actives largely listed as activators; 350,000 tested, 0.064% active;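 note: potency is the fitted concentration of half-maximal effect; 100% = response of the positive control SU9516; nearly all actives have a fitted effect of over 60% in size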
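alpha7betagal+/- myoblasts (passage 13, 250/well) treated 48 h at 37C with compounds at 1:260 dilution of DMSO stock. Lysed, then beta-galactosidase activity read as FDG fluorescence (ex 480/em 540) after 30 min, with pre-read for autofluorescence.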
Eya2 phos inh = blocks the phosphatase activity of human Eya2. O00167. recombinant Eya2, OMFP fluorescence dephosphorylation (OMFP is methylfluorescein phosphate). Potency, µM (doses to about 76.9 µM), without a hit: top-dose activity, negative = inhibition, usual class: inhibitors. 330,000 tested, 0.006% active. AID 488837; note: potency is the fitted concentration of half-maximal effect; % is set by controls: 0 for no effect and ±100 for the full control effect
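Eya2 (0.2 uM) preincubated 10 min at ambient with compound, then OMFP substrate added at 50 uM; 10 min reaction in 50 mM HEPES pH 7.5, 50 mM NaCl, 5 uM MgCl2, 0.05% BSA, 1 mM DTT. Fluorescence read at Ex 485/Em 525 nm.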
Mito fusion act = blocks mitochondrial division or promotes mitochondrial fusion | S. cerevisiae fusion-defective mutant growth rescue, CellTiterGlo 48 h | 320,000 tested, 0.23% active | Potency, µM (series often up to 46.1 µM), for the others: top-dose growth rescue (activation), most hits filed as activators;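 note: potency is the fitted concentration of half-maximal effect; % of control where 0% means no effect; nearly all actives have a fitted effect of over 45% in size; temperature-sensitive fusion mutants such as fzo1-1 at 37 °C on non-fermentable ethanol glycerol medium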
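Compounds are tested for their ability to restore growth of mitochondrial fusion-defective yeast strains at non-permissive 37C in YPEG medium over 48 hours. Viability is quantified by luciferase luminescence.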
TSHR antag = antagonists of human thyroid stimulating hormone receptor | P16473 | TSHR-expressing cells, TSH-stimulated cAMP HTRF, 2 h; stronger effect = lower value | activity change, negative = inhibition, % at 11.5 µM | 330,000 tested, 0.2% active | AID 504810;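 active = activity change below a set negative limit, meaning inhibition stronger than a set level, cut at about -70% in these data; inconclusive = activity change between two set negative limits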; note: % is set by controls: 0 for no effect and ±100 for the full control effect
Target sequence (P16473 whole entry, looked up): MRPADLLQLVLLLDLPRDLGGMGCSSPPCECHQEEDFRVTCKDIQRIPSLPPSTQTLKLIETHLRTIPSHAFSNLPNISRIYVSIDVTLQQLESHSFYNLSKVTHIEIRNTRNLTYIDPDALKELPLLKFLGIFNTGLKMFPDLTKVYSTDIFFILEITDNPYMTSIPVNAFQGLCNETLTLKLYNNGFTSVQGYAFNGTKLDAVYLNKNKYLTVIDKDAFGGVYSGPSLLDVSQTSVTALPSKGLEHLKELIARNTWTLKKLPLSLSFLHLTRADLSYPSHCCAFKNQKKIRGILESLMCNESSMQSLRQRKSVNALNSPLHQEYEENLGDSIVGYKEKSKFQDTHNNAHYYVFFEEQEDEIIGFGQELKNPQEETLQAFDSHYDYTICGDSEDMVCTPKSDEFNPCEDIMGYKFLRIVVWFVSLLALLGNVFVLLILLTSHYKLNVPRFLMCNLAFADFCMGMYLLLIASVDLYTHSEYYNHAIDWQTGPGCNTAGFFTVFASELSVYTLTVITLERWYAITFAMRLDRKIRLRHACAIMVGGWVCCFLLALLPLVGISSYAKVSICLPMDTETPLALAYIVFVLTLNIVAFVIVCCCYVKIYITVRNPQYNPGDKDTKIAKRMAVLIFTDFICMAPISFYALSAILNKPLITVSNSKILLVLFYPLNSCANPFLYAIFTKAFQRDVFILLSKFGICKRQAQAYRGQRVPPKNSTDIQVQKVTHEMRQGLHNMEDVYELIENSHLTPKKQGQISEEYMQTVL
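TSHR-expressing cells, 200/well, pre-treated with compound, then stimulated with EC80 TSH (4nM final) for 2 hours at 37 deg C. cAMP measured by competitive HTRF: anti-cAMP cryptate antibody in lysis buffer plus cAMP-d2, read after 30 minutes at room temperature.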
AT treatment = potential ataxia-telangiectasia treatments restoring KAP-1 phosphorylation | AID 485349 | Potency, µM (doses to about 57.5 µM), for inactives: at the highest dose activation, actives largely listed as activators | 320,000 tested, 0.19% active | […] A-T fibroblasts, KAP-1 phosphorylation AlphaLISA; neocarzinostatin DNA damage 30 min before lysis; note: potency is the fitted concentration of half-maximal effect; % of control where 0% means no effect; nearly all actives have a fitted effect of over 45% in size
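hTERT-immortalized A-T patient fibroblasts ([…]), 500 cells/well in OPTI-MEM, 1% FBS, got compounds for 60 min, then NCS for 30 min at 37C. Lysates were then assayed for phospho-KAP-1 by AlphaLISA (anti-pKAP1 donor, anti-KAP1 acceptor beads), 6 hr at 25C.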
TSG101-PTAP inh = blocks PTAP/TSG101 interaction to inhibit HIV-1 budding; AID 493005; Fluorescence polarization, FITC-PTAP peptide / Tsg101 binding; Potency, µM (doses to about 115 µM), for inactives: top-dose activity change, negative = inhibition, most hits filed as inhibitors; 340,000 tested, under 10 active; Q99816; active = well fitted inhibition curve with a large enough effect in the main read-out, with a control signal flat, not every such curve was filed as active; inconclusive = small, poorly fitted or top-dose-only effect, or effect the other way, or a change in a side signal; inactive = no such curve, though single readings can be large or run the other way; note: potency is the fitted concentration of half-maximal effect; % of control where 0% means no effect
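FP read-out: FITC-PTAP peptide, 50 nM final, binding Tsg101 binding domain, 10 uM final; 20 min, r.t.; 10 mM HEPES pH 7.5, 0.15 M NaCl, 0.01% Tween 20, 3 mM EDTA, 0.1 mM TCEP.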
* = called active by the depositor; ? = inconclusive; · = not tested or not shown; [ ] = another dose, or the depositor's remark. Unless noted, calls come from the whole dose curve; as a rule, active = well fitted curve in the direction sought with a large enough effect; inconclusive = small, poorly fitted or top-dose-only effect, or another doubt; inactive = no such curve, though single readings can be large; an effect the other way counts as inactive or inconclusive.

SMILES | ELG1 repair inh | S-ASM inh | BCR signal inh | TCR act | Tb PFK inh | a7 integrin act | Eya2 phos inh | Mito fusion act | TSHR antag | AT treatment | TSG101-PTAP inh
CC1CCN(C(=O)c2[nH]cnc2C(=O)N[C@H](C)c2ccccc2)CC1 | 15% | 0% | 0% | 0% | 1% | 31% | 10% | -6% | 8 | 0% | -4%
c1ccc2c(c1)nc(N1CCCCC1)c1ccccc12 | ? | 2% | -1% | -3% | 1% | -17% | -4% | 0% | 9 | 14µM* | -1%
CCOc1ccc(/C=C2\SC(=S)N(NS(=O)(=O)c3ccc(C)cc3)C2=O)cc1OC | 26% | ? | 16% | 4% | 0% | 2% | -25% | 23% | -19 | 4% | -4%
CC(=O)Nc1ccc(NC(=O)CSc2ncnn2-c2ccccc2)cc1 | -21% | -4% | -4% | -1% | 0% | -8% | -1% | -1% | 9 | 0% | -5%
O=C(COc1ccc([N+](=O)[O-])cc1)Nc1cccc(C(=O)Nc2ccccc2C(=O)O)c1 | -8% | -1% | ? | -4% | 3% | -2% | -10% | 0% | 9 | 9% | -3%
CCN(CC)c1ccc(NC(=O)CSc2nc(C3CC3)nc3ccccc23)cc1C | -27% | -3% | -11% | -4% | -1% | -40% | 6% | 9% | -1 | 2% | -7%
CCn1c(SCC(=O)Nc2nc3c(s2)CCCC3)nnc1-c1ccccc1 | ? | -4% | ? | · | 1% | -23% | -19% | -8% | -20 | · | ·
O=C(CN1CCCC1)NN=C(c1ccccc1)c1ccccc1 | -3% | 6% | 0% | -4% | 0% | 16% | -2% | 0% | -3 | -3% | -2%
CC[C@@]1(C(=O)OC)N[C@H](CN(C)C(=O)Nc2ccc(Cl)cc2)[C@@H]2C(=O)N(C)C(=O)[C@@H]21 | 23% | 0% | 1% | -10% | -4% | -14% | 7% | · | 17 | 8% | -2%
COc1ccc(CCn2c(=S)[nH]c3cc(C(=O)N4CCOCC4)ccc3c2=O)cc1OC | ? | 4% | 0% | 4% | 0% | 5% | 5% | 5% | -23 | 2% | -3%
O=C(OCC#CCSc1nnc(-c2ccncc2)o1)c1cccs1 | -4% | -8% | -4% | -6% | 1% | -51%[inhibitor] | 1% | 7% | 1 | 7% | -7%
COc1ccc(-n2nnnc2SCC(=O)NC(=O)Nc2ccc3c(c2)OCCO3)cc1 | ? | -6% | -27% | 1% | -4% | -22% | -1% | -2% | 5 | 0% | 0%
Cc1cc(C)n(C(C)n2nc(C)cc2C)n1 | 9% | 0% | 6% | -5% | 5% | -5% | -2% | -5% | -2 | 6% | -4%
CN(C(=O)CSc1ccccc1C(=O)O)C1CCCCC1 | 15% | 1% | 9% | 0% | 1% | -35% | 5% | 0% | 6 | 0% | -2%
CCOC(=O)CSc1nc(-c2ccccc2)cc(C(F)(F)F)n1 | 12% | -5% | 18% | 2%[46.1 µM] | -1% | 19% | -6% | -4% | -9 | · | -3%
CCOC(=O)C1=CC[C@@H](c2cc(OC)c(OC)c(OC)c2)N(S(=O)(=O)c2ccc(C)cc2)[C@H]1C(=O)OCC | 15% | 4% | 3% | -4% | -4% | -36% | 7% | · | 25 | 3% | ·
CC1(C)CC(=O)/C(=C(/O)CCCN2C(=O)c3ccccc3C2=O)C(=NC(C)(C)C)C1 | -4% | 0% | 6% | -1% | -1% | 16% | 3% | 5% | -13 | 0% | 1%
CCOC(=O)c1nn(C)c(C)c1Cl | 2% | -2% | -1% | 0%[46.1 µM] | -1% | -9% | -3% | -2% | 6 | 0% | 0%
COc1ccccc1-c1nc(SCC(=O)NCc2ccco2)c2c(=O)n(C)c(=O)n(C)c2n1 | 5% | 6% | 0% | -6% | -6% | -48%[inhibitor] | 3% | -1% | 17 | 8% | 0%
COc1ccc(C2C(=O)N(C3CCCCC3)CC(=O)N2CC2COc3ccccc3O2)cc1 (centres undefined) | ? | -2% | 11% | -9% | 2% | -9% | -12% | -4% | 2 | 8% | -4%
O=C1c2oc3ccccc3c(=O)c2C(c2cccs2)N1CCCN1CCOCC1 (centres undefined) | 21% | 7% | 0% | -16% | -4% | -10% | -18% | 1% | 9 | -2% | -4%
O=c1c2c3c(sc2nc(N2CCNCC2)n1-c1cccc(Cl)c1)CCCCC3 | 7% | · | -1% | · | 1% | · | -9% | -1% | -4 | 7% | ·
COCC(=O)N1CCN(c2ccc([N+](=O)[O-])cc2)CC1 | 20% | -9% | 0% | -12% | 1% | 3% | -4% | 1% | 4 | -9% | -11%
CCc1ccc(NC(=O)N(CCCN2CCOCC2)Cc2cccs2)cc1 | -2% | -2% | ? | 3% | 1% | -7% | 2% | -1% | -1 | 12% | 1%
NNC(=O)CCN1CCCCC1 | 3% | 2% | 0% | 12% | 2% | 16% | 3% | 6% | 5 | 11% | -8%
CCOC(=O)N1CCN(C(=O)CNC(=O)Cn2cnc3ccccc3c2=O)CC1 | -8% | 2% | 7% | 7% | -5% | 24% | -8% | 4% | 1 | 2% | -4%
O=C(/C=C/c1cccc(F)c1)N1CCN(c2ncccn2)CC1 | ? | -1% | 1% | -3% | -1% | 4% | 13% | -2% | -1 | 12% | -2%
O=C(NCc1ccc(Cl)cc1Cl)C1CCN(S(=O)(=O)c2ccc3c(c2)OCCCO3)CC1 | ? | -3% | ? | 1%[46.1 µM] | -12% | -2% | 4% | 1% | 7 | 1% | 4%
O=S(=O)(NCC1CN(S(=O)(=O)c2ccc3c(c2)OCCO3)C1)c1c(F)cccc1F | 19% | 4% | ? | -1% | 0% | · | -6% | · | 16 | 14% | -1%
CCOCCCNCC(=O)N1CCN(S(=O)(=O)c2ccc(C)cc2)CC1 | 9% | 4% | 3% | -3% | -1% | -18% | -5% | -4% | 4 | 7% | -12%
O=C(NCCCN1CCCC1=O)c1ccccc1OCc1ccc(Cl)cc1Cl | ? | 2% | 1% | -29% | -18% | -3% | -7% | · | -5 | -1% | -2%
Cc1c(Cl)ccc(S(=O)(=O)N2CCN=C2c2ccccc2)c1Cl | -2% | 8% | -8% | 4%[46.1 µM] | -11% | 30% | 3% | 7% | -4 | 10% | -8%
Cn1nc(-c2ccc(C(=O)Nc3cccc(Cl)c3)cc2)c2ccccc2c1=O | ? | 1% | ? | -2% | -3% | 4% | 12% | 2% | -14 | · | -5%
COc1ccc(N(C)C(=O)c2ccc3c(Cl)c4c(nc3c2)CCCC4)c(OC)c1 | -26% | -2% | ? | 9% | 2% | -3% | -4% | ? | 18 | 7% | -2%
CCCn1c(C(Cc2ccccc2)NC(=O)COC)nc2ccccc21 (centres undefined) | 5% | 1% | 0% | 7% | -5% | -11% | 11% | -5% | 2 | 2% | 1%
COc1ccc(S(=O)(=O)N(C)CC(=O)Nc2ccccc2OC)cc1C | 1% | 2% | -1% | 2% | 0% | -4% | -7% | 0% | -9 | 7% | -3%
CC(C)(C)c1ccc(C(=O)NC(=S)Nc2ccc(N3CCOCC3)cc2)cc1 | ? | -2% | -2% | 0%[46.1 µM] | 3% | 25% | -3% | -7% | -7 | 4% | 2%
CCC(C)Sc1ccc([C@H]2N[C@@](CC(C)C)(C(=O)OC)[C@H]3C(=O)N(CC)C(=O)[C@@H]23)cc1 (some centres undefined) | ? | 0% | 0% | -4% | 0% | -9% | 12% | 8% | -1 | 14% | 1%
O=C(NCCCn1ccnc1)/C(=C\c1cccs1)NC(=O)c1ccco1 | 7% | 6% | 2% | 4%[46.1 µM] | -4% | 14% | -3% | -2% | 8 | -5% | -2%
O=C(Nc1ccc(N2CCOCC2)cc1)C1(c2ccc(Cl)cc2)CCC1 | -7% | 0% | -1% | 11% | 10% | 6% | 0% | 22% | -3 | 6% | 0%

Hits appear at their usual frequency; about 3.2% have a hit in one of these screens.
